# Screening data: PubChem BioAssay, The Scripps Research Institute Molecular Screening Center
# CHO parental Ca – counter-screen for OX1R antagonists: effect in parental CHO cells. parental CHO-K1, ATP-induced calcium, Fluo-8 fluorescence. inhibition, % at 5.6 µM. 0.63% of 330,000 active. AID 463079;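 active means inhibition above that plate's mean sample inhibition plus 3 SD, cut at about 26% in these data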;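 further: 0% = ATP-challenged DMSO wells and 100% = DMSO wells without ATP; some compounds past the cut are filed as inactive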
#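 Test system: untransfected parental CHO cell line. Compound: one dose, 5.6 µM nominal. Detection: intracellular calcium via Fluo-8 no-wash fluorescent dye. Measure: % inhibition. Benchmarks: ATP-challenged DMSO wells low, unchallenged DMSO wells high.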
# CHRM1 antagonist – antagonists of human M1 muscarinic receptor; P11229; CHO-K1 hM1, Fluo-8 calcium fluorescence, ACh EC80 antagonist; inhibition, % at 3 µM; 1.3% of 360,000 active;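 active means percent inhibition above its own plate's cutoff, namely the mean of that plate's compound wells plus 3 SD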;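 further: peak over basal fluorescence ratio during 140 s after agonist addition; 0% = ACh EC80 plus DMSO and 100% = DMSO alone without agonist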
# Target sequence (P11229 whole entry, looked up): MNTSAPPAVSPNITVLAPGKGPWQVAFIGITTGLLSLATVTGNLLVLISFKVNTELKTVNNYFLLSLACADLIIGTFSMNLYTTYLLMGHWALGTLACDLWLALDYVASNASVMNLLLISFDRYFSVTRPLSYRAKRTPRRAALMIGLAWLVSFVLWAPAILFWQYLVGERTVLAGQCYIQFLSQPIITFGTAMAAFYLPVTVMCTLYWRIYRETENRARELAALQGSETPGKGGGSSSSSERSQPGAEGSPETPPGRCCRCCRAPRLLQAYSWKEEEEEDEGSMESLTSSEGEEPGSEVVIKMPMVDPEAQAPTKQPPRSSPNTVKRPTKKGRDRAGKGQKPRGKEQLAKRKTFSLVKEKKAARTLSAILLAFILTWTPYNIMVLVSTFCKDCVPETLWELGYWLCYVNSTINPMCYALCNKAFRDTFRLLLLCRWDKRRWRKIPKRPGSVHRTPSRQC
# TAAR1 antag – human TAAR1 antagonism. CHO RD-HGA16 TAAR1, Fluo-8 calcium fluorescence, antagonist. inhibition, % at 3 µM. 1.5% of 360,000 active. AID 624466;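 active means inhibition above a per-plate cutoff, the mean inhibition of test compounds on that plate plus 3 SD, cut at about 49% in these data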;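 further: 0% = DMSO plus EC80 beta-PEA response and 100% = DMSO alone without agonist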
# Target sequence (Q96RJ0 whole entry, looked up): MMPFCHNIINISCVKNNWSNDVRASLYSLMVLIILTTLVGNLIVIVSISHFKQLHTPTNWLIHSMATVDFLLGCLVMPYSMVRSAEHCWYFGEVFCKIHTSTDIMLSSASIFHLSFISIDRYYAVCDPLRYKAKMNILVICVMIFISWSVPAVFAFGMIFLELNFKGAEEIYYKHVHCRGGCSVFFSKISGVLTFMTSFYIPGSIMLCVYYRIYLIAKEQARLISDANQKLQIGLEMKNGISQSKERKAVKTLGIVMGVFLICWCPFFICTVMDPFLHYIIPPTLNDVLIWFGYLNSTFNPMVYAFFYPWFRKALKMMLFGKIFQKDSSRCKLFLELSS
#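 System: CHO RD-HGA16 cells bearing hTAAR1. Reagent: EC80 β-phenethylamine stimulus. Schedule: seeding 17-24 h prior, 75-min 37 °C, 30-min RT dye loading. Signal: Fluo-8 intracellular calcium dye fluorescence, real-time kinetic reads. Read-out: % inhibition from peak post-agonist over basal fluorescence ratio. Benchmarks: vehicle wells and EC80 agonist wells. Replicates: n of 1.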
# TAAR1 agonist – agonists of human TAAR1. Q96RJ0. CHO RD-HGA16 TAAR1, Fluo-8 calcium fluorescence; vehicle wells 0%, saturating PEA agonist 100%. activation, % at 3 µM. 0.99% of 360,000 active;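 active means activation above the mean activation of all test compounds in the run plus 3 SD, cut at about 38% in these data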
#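 Test system: RD-HGA16 (CHO) cells co-expressing Gα16 and hTAAR1 / Benchmarks: DMSO vehicle as 0%, PEA at EC100 as 100% / Repeats: no replicates (n 1) / Measure: % activation from peak over basal fluorescence ratio, DMSO-to-PEA scaled / Timing: 17-24 h plating, Fluo-8 75 min 37 °C, 30 min RT / Technique: kinetic Fluo-8 calcium fluorescence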
# M1 PAM parental – counter-screen for M1 PAMs: effect in parental CHO-K1 cells; ATP EC20, Fluo-8 calcium fluorescence; 0% at ATP EC20, 100% at ATP max; 0.02% of 360,000 active; AID 602247; activation, % at 3 µM;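 active means activation above the run cutoff, the mean activation of all test compounds plus 3 SD, cut at about 40% in these data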;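 further: peak over basal fluorescence ratio in a 140 s read after ATP addition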
# CHO-K1 Ca ag – counter-screen for M1 agonists: effect in parental CHO-K1 cells; Fluo-8 calcium fluorescence; scaled to maximal ATP response, vehicle zero; activation, % at 3 µM; 0.48% of 360,000 active; AID 602248; in the data active means activation above about 15%;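 further: untransfected CHO-K1 host cells lacking M1 receptor as counterscreen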
# M1 ag – human M1 muscarinic receptor agonism; P11229; CHO-K1 hM1, Fluo-8 calcium fluorescence, agonist mode; 0% DMSO, 100% acetylcholine EC100; activation, % at 3 µM; 0.33% of 360,000 active; AID 588814;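 active means activation above the run's mean compound activation plus 3 SD, cut at about 16% in these data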;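 further: peak over basal fluorescence ratio within a 140 s kinetic read after compound addition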
# CHO-K1 Ca antag – M1 antagonist counterscreen hit in parental CHO-K1 cells; ATP-induced calcium, Fluo-8 fluorescence; inhibition, % at 3 µM; 0.6% of 360,000 active; AID 602250;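 active means inhibition above a per-plate cutoff, the plate's mean sample inhibition plus 3 SD, cut at about 24% in these data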;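 further: 0% = DMSO plus EC80 ATP and 100% = DMSO alone without ATP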
# CHRM1 PAM – potentiates human M1 receptor response to acetylcholine; CHO-K1 hM1, Fluo-8 calcium fluorescence, ACh EC20; 0% = ACh EC20, 100% = maximal ACh; activation, % at 3 µM; 0.088% of 360,000 active; in the data active means activation above about 19%, passing the limit was not always enough
# Starred values were filed as active, the others as inactive; x = not tested or not shown.
SMILES,CHO parental Ca,CHRM1 antagonist,TAAR1 antag,TAAR1 agonist,M1 PAM parental,CHO-K1 Ca ag,M1 ag,CHO-K1 Ca antag,CHRM1 PAM
COc1ccc(C2NC(=O)c3ccccc3N2)c(OC)c1OC (stereo unspecified),x,1,-8,2,7,0.5,-2,4,-6
O=C(NC(=S)Nc1ccc(NC(=O)c2ccccc2)cc1)c1ccc(F)cc1,-14,-2,13,3,25,4.8,1,-11,0
COc1ccc([N+](=O)[O-])cc1NC(=O)CC1SC(=Nc2cccc(C)c2C)N(/N=C(\C)c2ccc(C)cc2)C1=O (stereo unspecified),-4,8,-3,0,-2,0.9,-4,-10,-6
CN1CCN(c2nc(-c3cccs3)cs2)CC1,-1,-7,-16,7,-2,2.8,-5,-9,7
CC(CO)NS(=O)(=O)c1cccc(Cl)c1F (stereo unspecified),x,-5,17,2,17,0.6,-3,-8,5
COc1ccccc1N1CCN(CC(=O)Nc2ccc(S(=O)(=O)N3CCCCCC3)cc2)CC1,-17,8,14,4,5,3.8,-1,-3,-2
CN1CCN(S(=O)(=O)c2cccc(C(=O)NCc3ccc(Cl)cc3)c2)CC1,-6,-11,-13,2,17,2.2,-6,-17,9
Cc1ccc2c(c1)N(CC(=O)Nc1ccccc1F)C(=O)C(C)O2 (stereo unspecified),x,-2,-15,11,-2,0.2,-2,13,-1
COc1ccc(NC(=O)c2ccc3c(c2)OCO3)cc1,2,-16,9,0,2,0.4,-2,-1,13
CCCN(CCC)C(=O)CCS(=O)(=O)c1cccc2nsnc12,-19,-13,-7,12,16,0.5,-3,-4,6
Cc1cccc(C)c1NC(=S)N(C)CCc1ccccn1,-9,3,-6,15,0,-0.3,-5,-3,-4
CCc1nc2c(OCCn3cccc3)cccn2c1N(C)C(=O)c1ccc(C)cc1,x,-10,9,-1,14,0.1,-9,-6,-1
CC(C)OC(=O)N(C)c1ccc(C(O)(C(F)(F)F)C(F)(F)F)cc1,-1,4,4,-2,-12,2.2,-5,20,-5
COc1ccc(/C=C/C(=O)OCC(=O)Nc2c(C)cccc2C)cc1,2,0,5,12,17,1.8,-4,-17,4
O=C(O)COc1ccccc1/C=N/NC(=O)c1cccc(S(=O)(=O)N2CCOCC2)c1,-9,5,-2,0,3,0.5,-1,-12,2
C=Cc1cc2c(cc1O)CCC1C2CCC2(C)C(O)CCC12 (stereo unspecified),x,-11,58*,8,1,1.6,-2,0,-1
CCOC(=O)C1CCN(C(c2cc3ccc(C)cc3[nH]c2=O)c2nnnn2C2CCCCC2)CC1 (stereo unspecified),-10,5,8,14,15,0.0,2,-14,1
CCC(C)(C)NC(=O)/C=C/c1cccs1,2,5,-11,-1,4,3.7,-9,6,1
CCCC(=O)Nc1nnc(COC)s1,3,-7,-13,4,18,0.4,-4,-14,8
O=C(CN1CCOCC1)NCc1ccccc1Cl,7,8,6,-2,12,1.2,-5,-19,1
Cc1ccccc1CN(c1ccc(C(=O)NCc2cccnc2)cc1)S(C)(=O)=O,-15,-6,21,7,20,2.2,-5,-17,9
Cc1nc2ccc(NC(=O)c3cncc(Br)c3)cc2s1,-15,-13,-6,2,14,1.6,-1,-5,10
CC(=O)c1cccc(NC(=O)C2CCCN2S(=O)(=O)c2cccc3nsnc23)c1 (stereo unspecified),-5,-2,-14,2,13,1.0,-3,5,-1
Cc1ccc(NC(=O)c2cnccn2)cc1,-9,-10,-2,5,6,-0.3,-3,-2,12
CCC(CO)Oc1cc(NCc2cccc(F)c2)c2ncn(C(C)C)c2c1 (stereo unspecified),-18,1,4,3,-4,-0.4,-9,-1,11
COc1ccc(NC(=O)CSc2nnc(-c3ccccc3C)n2C)cc1,-25,-8,-5,6,18,2.8,-6,3,11
COc1cc(C(=O)OCCCN(C)C)cc(OC)c1OC,-22,-1,-16,-1,-5,0.8,-5,-8,2
Cc1cccnc1NC(=O)c1ccc(Cl)c(S(=O)(=O)N2CCCCC2)c1,-4,0,11,0,-16,0.6,-1,-7,-1
Cc1ccccc1CNC(=O)c1ccccc1N,-9,-5,-6,16,19,0.3,-5,-18,6
O=C(CC1CCCCC1)NCc1ccc(F)cc1,-2,-5,23,-1,21,1.2,-7,-13,5

# Some of the entries above, set out differently:
molecule | CHO parental Ca | CHRM1 antagonist | TAAR1 antag | TAAR1 agonist | M1 PAM parental | CHO-K1 Ca ag | M1 ag | CHO-K1 Ca antag | CHRM1 PAM
O=C(NC(=S)Nc1ccc(NC(=O)c2ccccc2)cc1)c1ccc(F)cc1 | -14 | -2 | 13 | 3 | 25 | 4.8 | 1 | -11 | 0
COc1ccc([N+](=O)[O-])cc1NC(=O)CC1SC(=Nc2cccc(C)c2C)N(/N=C(\C)c2ccc(C)cc2)C1=O (stereo unspecified) | -4 | 8 | -3 | 0 | -2 | 0.9 | -4 | -10 | -6
CN1CCN(c2nc(-c3cccs3)cs2)CC1 | -1 | -7 | -16 | 7 | -2 | 2.8 | -5 | -9 | 7
CC(CO)NS(=O)(=O)c1cccc(Cl)c1F (stereo unspecified) | x | -5 | 17 | 2 | 17 | 0.6 | -3 | -8 | 5

# Other compounds follow:
SMILES,CHO parental Ca,CHRM1 antagonist,TAAR1 antag,TAAR1 agonist,M1 PAM parental,CHO-K1 Ca ag,M1 ag,CHO-K1 Ca antag,CHRM1 PAM
O=C(COc1ccccc1)N=C1SC2CS(=O)(=O)CC2N1c1cccc(F)c1 (stereo unspecified),3,6,4,2,3,3.1,-4,-15,-3
COc1ccc(CCN(C)C(=O)c2cc(S(=O)(=O)N3CCCCC3)ccc2Cl)cc1OC,-17,-7,2,2,10,3.5,-3,-5,7
COc1ccc(-c2nn(CCC#N)cc2C(=O)Nc2ccccn2)cc1OC,-4,-4,-3,4,8,0.2,-2,-4,5
COC(=O)Cc1ccc(NC(=O)c2ccc3c(c2)C(=O)N(CC2CCCO2)C3=O)cc1 (stereo unspecified),-8,-7,-2,9,3,4.4,1,0,6
Cc1ccccc1NC(=O)c1ccc(F)c(S(=O)(=O)N2CCN(c3ccccn3)CC2)c1,6,8,x,x,6,10,1,3,-7
O=C(NCc1cccs1)C1Cc2c(-c3ccc(Cl)cc3)ccnc2O1 (stereo unspecified),x,-14,-9,-1,12,1.8,2,-12,9
Cc1ccc(C(=O)N/C(=C/c2cccs2)C(=O)NCCCn2ccnc2)cc1,1,7,0,0,-8,-0.1,-6,4,-5
Cc1ccc(C(=O)NCCCNCCCNC(=O)c2ccc(C)nc2)cn1,4,-1,8,4,6,-0.1,-5,-9,1
O=C(Nc1ccc(N2CCOCC2)cc1)c1ccc(Cl)c(S(=O)(=O)N2CCCCC2)c1,-6,-2,-4,6,-10,3.6,0,-6,-7
Cc1ccccc1CSc1nnc(C)c(=O)n1N,-9,-2,-31,0,1,2.2,-5,-14,5
COc1ccccc1C(=O)NC(=O)COC(=O)c1ccc([N+](=O)[O-])cc1Cl,-5,-4,6,0,-4,0.7,-1,2,2
COCC1CCN(C(=O)c2ccc(OC3CCN(Cc4ccccn4)CC3)cc2)C1 (stereo unspecified),2,10,4,2,-26,0.0,-6,12,-3
CCOc1cc2[nH]c(=S)n(Cc3ccc(C(=O)N4CCN(C)CC4)cc3)c(=O)c2cc1OCC,-9,-13,-24,0,8,0.1,-2,-13,7
O=C(NC(=S)NCC1CCCO1)c1ccccc1F (stereo unspecified),-1,-13,11,0,20,0.4,-6,-4,18
COc1ccccc1N1CCN(C2CCCN(C(=O)CCn3cncn3)C2)CC1 (stereo unspecified),-3,0,-14,2,-3,0.1,5,3,19
CCC(C)C(N)C(=O)NC(CCC(=O)OCc1ccccc1)C(N)=O (stereo unspecified),2,-1,-2,-3,12,0.4,-1,-6,2
O=C(COC(=O)C1CCCCC1)Nc1cccc(Br)c1,-11,-5,4,16,-2,0.1,-2,-7,4
CCOc1cc(C2C3=C(CC(C)(C)CC3=O)N(CCCOC)C3=C2C(=O)CC(C)(C)C3)ccc1OC,0,-14,-9,-1,2,0.2,-1,4,3
Cc1cc(C)cc(C(=O)NC(CC(N)=O)c2ccc(N3CCCCCC3)c([N+](=O)[O-])c2)c1 (stereo unspecified),-22,-8,12,0,0,-0.2,-1,1,0
Cn1c(=O)cc(Nc2ccc(Cl)cc2)[nH]c1=O,10,4,8,48*,-6,1.2,-3,-3,-2
Nc1nc(CCl)nc(Nc2ccccc2)n1,1,-2,18,0,-6,0.1,-4,-2,3
COc1ccc(C(=O)NCCCNC(=O)c2ccccn2)cc1,-12,-11,-8,0,4,0.8,-1,-2,9
COc1ccc(C(CNC(=O)CCNC(=O)c2ccc(Br)cc2)N2CCOCC2)cc1 (stereo unspecified),-14,-22,-24,6,5,2.2,-1,-9,15
CCS(=O)(=O)c1ccc(C(=O)Nc2ccccc2)c(Cl)c1Cl,3,-24,26,10,17,5.9,2,-9,0
Cc1c(N)cccc1N,0,1,9,5,3,0.9,-3,-12,-2
CCCCn1c(N)c(N(Cc2ccccc2OC)C(=O)COc2ccccc2C#N)c(=O)[nH]c1=O,-13,-29,-14,0,14,0.1,0,-17,5
CCCCNC(=O)C1(C)CCN1Cc1cccc2c(OC)cc(C(=O)OCC)cc12 (stereo unspecified),x,0,8,16,14,-0.5,-3,-11,-5
CCN(CC)S(=O)(=O)c1ccc(N2CCOCC2)c(NCC(=O)Nc2ccc(F)cc2)c1,-14,6,-5,6,-6,-0.3,-3,19,-3
O=c1oc(-c2ccccc2F)nc2scc(-c3ccccc3)c12,-1,-4,-7,-1,12,0.4,-4,-12,1
COC(=O)C[C@@H]1C[C@@H]2c3cc(NS(=O)(=O)c4ccc(F)cc4)ccc3O[C@@H]2[C@@H](CO)O1,x,-8,-22,4,-10,2.1,7,1,9
CC(=O)Nc1ccc(SC[C@H](CC(C)C)N2CCN(CC(C)C)CCC2=O)cc1,-29,-10,0,3,5,-0.5,-7,6,3
COc1cc(C)c(CN2CCN(CC(=O)Nc3ccccc3C(=O)NC3CC3)CC2)cc1OC,-13,2,-6,11,-13,1.1,-4,0,3
CC(=O)C(C)Oc1ccc2c3c(c(=O)oc2c1)CCCCC3 (stereo unspecified),-17,-4,1,4,-6,0.6,-6,11,-2
CC(C)c1nc2oc3c(NCCO)ncnc3c2c2c1COC(C)(C)C2,-34,-12,-9,7,-14,1.0,3,-3,8
COc1ccc(/C=C/C2=NN(C)C(=O)CC2)cc1,6,-11,x,x,4,0.8,-7,6,9
CC(=O)Nc1ccc(NC(C)=O)s1,-4,2,-2,5,11,0.0,-4,-8,3
CCC1=C(OC(=O)N(CC)CC)N2C(=O)OC(=NCC3CC3)[C@]2(Cc2ccccc2)[C@H]2C1=CC[C@H]1C(=O)NC(=O)[C@H]12,-24,-5,-6,14,5,0.4,0,-22,9
